From PubChem
WT yeast gro inh = growth inhibition of WT yeast, mitochondrial fusion screen | hit rate 2.1% among 190,000 | inhibition, % at 10 µM | mitochondrial fusion phenotypic screen, WT strain; in the data active = inhibition above about 58%; tested in S. cerevisiae
ER stress rescue = rescue of cells from ER stress-induced death, primary screen, 384-well, CSM14.1, thapsigargin, ATP luminescence (AID 1222); 190,000 tested, under 10 active; one-dose cellular ATP content (survival), % at 20 µM; EC50 in µM for titrated hits; CSM14.1 thapsigargin-induced death rescue, ATP luminescence; higher % means a stronger effect;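 active = EC50 below 50 µM in the dose-response confirmation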;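 note: death triggered by thapsigargin at about 15 µM added after 2 h compound pretreatment; cell ATP read after overnight thapsigargin exposure of roughly 18 to 22 hours; normalized against plate controls of thapsigargin alone and 5% DMSO vehicle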
Insulin prom up = MIN6 insulin promoter up-regulation | MIN6 insulin promoter-GFP reporter, high-content imaging; hits give high values | z-score at 5 µM | hit rate 0.3% among 190,000 | AID 1625;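 active = z-score above 3 at 5 µM with at least 500 cells counted in the well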
MT stabilize HCS = microtubule stabilizers in HeLa cells; % tubulin-high responders, % at 10 µM; AID 2205; HeLa tubulin immunostaining HCS, 24 h; share of cells brighter than vehicle mean+2SD; hit rate 0.83% among 200,000;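 active = plate Z-score above 3 for both tubulin-high and condensed-nucleus cell shares, with cell loss under 80%, at 10 µM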;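 note: anti alpha tubulin signal scored within the nucleus-defined area of each cell; some results filed as inactive read as strong as hits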
Hep lipid drop = hepatic lipid droplet formation modulation. inhibition, % at 6.5 µM. hit rate 0.4% among 240,000. AML12 mouse hepatocytes, oleate lipid droplets, BODIPY imaging;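 active = lipid droplet intensity inhibited by at least 50%, with more than 500 cells counted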
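Material: mouse AML12 hepatocyte cell line, fixed after treatment; Timing: compound with oleate, overnight; Technique: high-content imaging of BODIPY-stained droplets and DAPI nuclei; Probe or stimulus: oleate, 100 µM final; Dosing: compound at 6.5 µM only.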
Autophagy mod = alters autophagy in cells | MEF GFP-LC3 puncta imaging; test concentration mostly 10 µM | calls only at 10 µM (by protocol) | hit rate 0.98% among 190,000;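 active = percentage of spot-positive cells more than 3 SD above its plate mean, without a fluorescence outlier flag or 80% toxicity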;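 note: spot-positive cell cutoff set from DMSO-treated cells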
Dynein cargo inh = blocks dynein driven cargo transport along microtubules; 3617.4 mouse cells, GR-EGFP nuclear translocation imaging; test concentration mostly 20 µM; stimulated with dexamethasone, 1 µM; hits give low values; z-score, hits read low; hit rate 0.47% among 220,000;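 active = plate z-score of nuclear minus cytoplasmic receptor signal below a set negative limit, without overly bright fluorescence or cell loss, cut at about -3.5 in these data, passing the limit was not always enough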;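 note: z-score of nuclear minus cytoplasmic ring GR-EGFP intensity difference per well; some compounds called inactive have numbers as strong as hits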
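Buffer or medium – tet-free medium with charcoal-stripped serum · Signal – automated 10x imaging of fixed Hoechst-stained cells · Also added – dexamethasone agonist, 1.0 µM final, for 30 min · Incubation – induction 48 h, compound 1 h, agonist 30 min · Read-out – GR-EGFP nuclear translocation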
b-catenin transl = alters nuclear translocation of beta-catenin in HeLa cells; nuclear translocation activity, % at 5 µM; hit rate 0.3% among 190,000; immunofluorescence imaging; AID 1665;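 active = nuclear translocation activity above 50% at 5 µM, with a well cell count of 50 or more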;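 note: per-cell ratio of nuclear to cytoplasmic median beta-catenin stain intensity; plate controls were DMSO negative control for no effect and GSK-3 inhibitor IX positive control for full effect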
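Test system: HeLa cells, endogenous beta-catenin; Compound: single 5 µM dose plus 0.02–20 µM confirmation series; Times: compound exposure 24 h at 37°C; Signal: fluorescence imaging of beta-catenin antibody stain plus DAPI; Read-out: % activation, nuclear-to-cytoplasmic median beta-catenin signal ratio per cell.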
XIAP antagonists = XIAP antagonists, biochemical, IAP family, fluorescence polarization (AID 1018) | XIAP BIR domain, fluorescence polarization peptide displacement; higher % means a stronger effect | one-dose displacement, % at 20 µM; IC50 in µM for titrated hits | hit rate 0.007% among 200,000; in the data active = displacement above about 50%; note: a part of the inactive calls stands beside numbers as strong as those of hits
WT yeast gro inh mutant strain = also measured in WT yeast gro inh; calls as there; inhibition, %; mitochondrial fusion phenotypic screen, mutant strain inhibition
Dynein cargo inh cytoplasmic EGFP = recorded beside Dynein cargo inh, whose call it bears; z-score; measured here: cytoplasmic GR-EGFP intensity; hits give high values
Dynein cargo inh nuclear GR-EGFP = also measured in Dynein cargo inh; calls as there; z-score; measured here: nuclear GR-EGFP intensity;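 lower value marks the stronger effect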
Dynein cargo inh cell count = also measured in Dynein cargo inh; calls as there; z-score; measured here: cell count per field
Insulin prom up cell count = further read-out of Insulin prom up, marked with its call; cell count; measured here: cytotoxicity, nuclei count;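 total cells summed across four imaged fields per well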
Hep lipid drop cells 6.5 µM = also measured in Hep lipid drop; calls as there; cell count; measured here: cell count, cytotoxicity flag;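 cells counted across two imaged fields per well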
b-catenin transl cell count 5 µM = further read-out of b-catenin transl, marked with its call; cell count; measured here: cell count, cytotoxicity flag
MT stabilize HCS Hoechst-high % = second read-out of MT stabilize HCS, no call of its own (marks repeat the call); % Hoechst-high responders; measured here: nuclear condensation Hoechst responders;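 share of cells brighter than vehicle mean plus two SD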
MT stabilize HCS cytotoxicity % = further read-out of MT stabilize HCS, marked with its call; toxicity, %; measured here: cytotoxicity by cell density;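 0% = mean cell density of plate MIN control wells and 100% = no cells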
Autophagy mod cell loss 18 h = second read-out of Autophagy mod, no call of its own (marks repeat the call); toxicity, %; measured here: cell loss, nuclei count;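 cell loss after 18 h compound exposure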
Numbers without * were called inactive; i = inactive; x = not tested or not shown. This is a subset; the hit share may differ from the screen's.

SMILES	WT yeast gro inh	WT yeast gro inh mutant strain	ER stress rescue	Insulin prom up	Insulin prom up cell count	MT stabilize HCS	MT stabilize HCS Hoechst-high %	MT stabilize HCS cytotoxicity %	Hep lipid drop	Hep lipid drop cells 6.5 µM	Autophagy mod	Autophagy mod cell loss 18 h	Dynein cargo inh	Dynein cargo inh cytoplasmic EGFP	Dynein cargo inh nuclear GR-EGFP	Dynein cargo inh cell count	b-catenin transl	b-catenin transl cell count 5 µM	XIAP antagonists
CCOC(=O)C1=C(N)OC2=C(C(=O)CCC2)C12C(=O)N1c3c(ccc(C)c32)C(C)=CC1(C)C (stereo unspecified)	4	1	2.9%	-0.23	1245	3.3	3.3	2.1	-30	744	i	1	-0.62	-0.18	0.24	0.057	-1.2	1081	-4.3%
CN(C)c1ccc(P(=S)(N(C)C)N(C)C)cc1	-1	-2	-1.6%	-0.62	1012	2.3	2.6	4.8	x	x	i	19	0.5	-0.2	0.98	0.14	-5.3	923	-7.5%
C=CP(=O)(O)c1ccccc1	-8	2	-0.1%	0.31	1085	4.6	1.8	4.4	x	x	i	4	-0.57	-0.19	0.16	0.19	-1.0	681	-10%
CCCCCCN=C(C)c1c(O)n(CCCC)c(=O)[nH]c1=O	7	18	3.1%	-0.17	1099	3.0	1.3	6.8	x	x	i	-7	-0.1	-0.36	0.22	0.71	0.3	1130	-1.3%
CC(=O)[C@@]1(O)CC[C@H]2[C@@H]3CC=C4C[C@@H](O)CC[C@]4(C)[C@H]3CC[C@@]21C	6	-10	-1.9%	x	x	2.5	3.6	8.9	10	712	i	-2	0.025	-0.25	0.2	0.93	-3.6	641	-7.1%
COc1ccc2c(c1O)[C@]13CCN(C)[C@H](C2)[C@@H]1CCC(=O)C3	x	x	x	-0.1	1382	x	x	x	-5	694	x	x	-0.41	-0.26	-0.48	0.73	-0.6	1079	x
CN1C2CCC1CC(=NO)C2	-1	-18	-1.4%	0.48	1386	4.0	1.4	6.3	1	709	i	-7	-0.37	-0.19	-0.19	0.18	-0.3	1095	-3.4%
CCC(CC)C(=O)NC1CCSC1=O (stereo unspecified)	11	-23	-0.5%	0.65	1537	2.4	1.4	8.4	x	x	i	1	0.22	-0.24	-0.73	0.5	1.3	1447	-24%
O=c1[nH]c2ccccc2c(=O)n1-c1cccc(Cl)c1	9	13	-2.3%	-0.35	1481	4.5	4.4	5.6	x	x	i	-10	-1.4	-0.32	-0.56	1.1	4.4	1365	0.1%
CC1CCCN(CC(=O)N2CCCc3ccccc32)C1 (stereo unspecified)	8	8	1.1%	-0.25	1172	2.5	2.0	6.1	0	695	i	7	0.56	-0.24	0.28	-0.11	-0.2	1194	-4.4%
O=C(O)c1cccc2c1NC(c1cccc([N+](=O)[O-])c1)C1CC(Sc3ccccc3[N+](=O)[O-])C(Cl)C21 (stereo unspecified)	17	5	6.8%	-0.27	1340	2.5	2.1	2.8	6	677	i	-7	-0.69	-0.13	-0.37	0.97	0.3	1506	16%
Cc1c(CCN)ccc2c1[nH]c1ccccc12	x	x	x	-1.1	789	x	x	x	-10	691	x	x	0.75	-0.22	1	0.49	0.6	1302	x
Cc1nc2ccccc2n1C1CCN(Cc2nnnn2CCc2ccccc2)CC1	6	-14	4.7%	0.08	1225	5.8	2.5	6.4	x	x	i	-13	-0.001	-0.16	0.34	-0.51	-0.3	1117	-6.2%
Cc1cc(Cl)nc(N)n1	2	-8	2.7%	0.71	1172	3.2	1.9	5.0	-2	618	i	19	2.4	-0.17	0.93	-1.8	2.1	460	-1.5%
O=C1NC(=O)N(Cc2ccco2)C(=O)/C1=C\c1ccc(-c2ccc(F)cc2)o1	x	x	x	-0.17	1047	x	x	x	-18	662	x	x	-0.95	-0.14	-0.061	0.29	0.4	1361	x
COc1cccc(N2C(=O)NC(=O)/C(=C/c3ccc4c5c(cccc35)CC4)C2=O)c1	4	9	-1.3%	0.07	1264	1.9	3.2	10	-8	680	i	-24	-1.7	-0.1	-1.1	1.1	-0.3	1226	-5.9%
O=C(Nc1cccc(Cl)c1)c1c(O)c2c(n(Cc3ccco3)c1=O)CCCC2	x	x	-1.0%	0.58	1314	x	x	x	x	x	x	x	x	x	x	x	-12	1154	2.7%
CCN(CC)CCCN=C(C)c1c(O)n(C2CCCCC2)c(=O)[nH]c1=O	8	-12	-5.0%	1.4	1310	3.3	2.2	10.0	-3	713	i	18	-1.1	-0.0052	-0.58	0.11	0.0	1048	-6.3%
COc1ccc(CN2CCN(c3ccccc3F)CC2)cc1O	9	21	-0.2%	-0.65	982	2.4	2.6	6.4	10	768	i	5	-0.62	-0.16	-0.35	-0.15	x	x	-1.2%
CN1CCC2(CC1)NC(=O)c1ccccc1N2	x	x	x	1.8	1057	x	x	x	-8	652	x	x	-0.11	-0.81	-0.27	0.43	-0.6	1353	x
Cc1ccc(C(=O)NC2CC3CCC(C2)N3)cc1 (stereo unspecified)	1	0	0.8%	0.29	1269	0.9	2.0	3.4	3	796	i	9	-0.65	0.011	-0.23	0.53	-0.6	1079	-0.2%
Cc1cc(C)n2nc(SCC(=O)N3CCC4(CC3)OCCO4)nc2n1	-27	-8	-1.2%	0.66	1536	2.2	2.0	7.6	x	x	i	-11	-0.22	-0.19	0.06	0.71	2.0	1350	-2.6%
CCC(=Nc1ccc2c(c1)CCC2)c1c(O)n(C2CCCCC2)c(=O)[nH]c1=O	9	-36	2.8%	0.18	1064	8.0	3.4	2.8	x	x	i	10	-0.41	-0.13	0.1	-0.35	-1.7	1186	-1.3%
CN1CCC(N(C)c2nc(-c3ccc([N+](=O)[O-])cc3)nc3ccccc23)CC1	35	38	-3.4%	-1.1	1385	3.3	0.4	5.3	17	525	i	19	-1.2	0.65	0.29	-6.6	15	947	-3.1%
O=c1[nH]c(=S)n(C2CC2)c(O)c1C=Nc1ccc2c(c1)OCO2	x	x	x	1.4	982	x	x	x	-8	706	x	x	-0.86	0.32	-0.0096	1.2	0.0	1360	x
SMILES	WT yeast gro inh	WT yeast gro inh mutant strain	ER stress rescue	Insulin prom up	Insulin prom up cell count	MT stabilize HCS	MT stabilize HCS Hoechst-high %	MT stabilize HCS cytotoxicity %	Hep lipid drop	Hep lipid drop cells 6.5 µM	Autophagy mod	Autophagy mod cell loss 18 h	Dynein cargo inh	Dynein cargo inh cytoplasmic EGFP	Dynein cargo inh nuclear GR-EGFP	Dynein cargo inh cell count	b-catenin transl	b-catenin transl cell count 5 µM	XIAP antagonists
COc1cc(/C=N/n2cnnc2)ccc1OC(=O)N(C)C	2	21	x	-0.01	857	2.2	2.4	5.4	-3	719	i	5	-0.057	-0.21	-0.29	-0.16	x	x	-3.5%
CNC(=O)Nc1ccc(C(O)(C(=O)OC)C(F)(F)F)cc1 (stereo unspecified)	x	x	x	-0.16	970	x	x	x	8	750	x	x	0.83	-0.077	0.45	-1	2.3	1385	x
Cc1ccc(C(c2nnnn2Cc2ccccc2)N2CC=C(c3ccc(F)cc3)CC2)cc1 (stereo unspecified)	0	-6	0.9%	x	x	2.8	1.7	12	x	x	i	-25	1.2	-0.012	0.25	-1.3	x	x	-5.8%
CN1CCN(c2ccc(N)cc2)CC1	12	3	-3.4%	-0.23	731	1.3	1.7	4.2	-13	736	i	-12	-0.64	-0.15	-0.019	0.32	-0.6	1118	-1.7%
CCN(CC)CCOC(=O)c1cc2cc(COC)ccc2o1	-9	4	-4.6%	-0.28	1422	0.7	1.3	6.5	x	x	i	-17	-0.28	-0.22	-0.14	0.58	-2.6	988	-2.2%
CCOP(=S)(NN(Cc1ccccc1)C(=O)c1ccccc1)OCC	-16	1	0.7%	0.06	1360	2.2	2.6	11	-53	668	i	4	0.18	-0.22	0.5	-1.3	-1.0	949	-8.6%
Cc1cccc(C)c1NC(=O)CN(C)CC(=O)Nc1ccc(C#N)c(Cl)c1	4	8	-1.4%	0.91	953	2.9	1.0	3.4	x	x	i	2	-1.2	-0.23	-0.67	0.26	3.5	1533	-3.7%
CCOc1ccc2nc(N=Nc3c(O)[nH]c(=S)[nH]c3=O)sc2c1	-2	18	-0.2%	-0.32	1288	3.4	3.1	5.8	-14	700	i	4	-1.5	-0.36	-0.23	0.97	-0.2	1248	-12%
CN1CCN(/N=C/c2c[nH]c3ccccc23)CC1	x	x	x	-0.22	970	x	x	x	5	618	x	x	0.44	-0.2	0.38	-0.82	0.6	1223	x
CCCNc1oc(-c2cccc3ccccc23)nc1C#N	40	2	1.5%	0.09	1528	2.5	3.4	4.5	-12	706	i	10	-1.3	-0.22	-0.56	1	x	x	-8.9%
CC(C)NC(=O)Cn1cc(C(=O)c2ccccc2F)c2ccccc21	-9	-6	-1.3%	-0.34	949	3.4	2.0	3.3	-3	776	i	-6	-0.82	-0.25	-0.22	0.31	-6.7	1270	-3.9%
Nc1ccc(N=Nc2ccccc2)cc1	-12	-7	-1.5%	-0.54	1518	2.7	2.4	4.0	0	669	i	-11	-0.61	-0.23	-0.94	0.081	-2.0	1077	-1.7%
C=CCn1c(O)c(C(C)=NCCCO)c(=O)[nH]c1=O	0	-1	x	-0.01	1004	2.0	0.5	17	8	737	i	7	3.4	-0.23	2.7	-1.9	-0.7	944	2.9%
C#CCOCOCC#CCN(CC)CC	5	3	-1.4%	0.37	1455	2.1	1.9	11	x	x	i	-4	-0.23	-0.19	0.0055	1	-0.7	1402	-0.4%
